Screening results: PubChem, National Center for Advancing Translational Sciences (NCATS)
MCF10A rereplic – inducers of DNA re-replication in MCF 10A breast cells; Potency, µM (top dose mostly 46.1 µM), without a hit: top-dose activity, positive = re-replication, hits mostly activators; MCF 10A DNA re-replication, Hoechst nuclear intensity, 48 h; 2.9% of 350,000 active; AID 624296; further: potency means the concentration at half of the fitted maximal effect; % of control where 0% means no effect; nearly all actives have a fitted effect of over 50% in size
KB-3-1 cytotox – kills parental KB-3-1 adenocarcinoma cells. Potency, µM (top dose mostly 46.1 µM), for inactives: top-dose activity change, negative = cytotoxic, actives largely listed as cytotoxic. KB-3-1 viability, CellTiter-Glo ATP luminescence, 72 h. 1.4% of 400,000 active; further: potency means the concentration at half of the fitted maximal effect; on the % scale 0 is the no-effect control and ±100 the full control effect; nearly all actives have a fitted effect of over 60% in size
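Here the drug-naive KB-3-1 line serves as comparator for MDR sub-line selectivity; cells received compound titrations, 72 h at 37 °C, then CellTiter-Glo readout.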
ATXN2 expr inh – inhibitors of ATXN2 expression | HEK-293 ATXN2-luciferase reporter, luminescence, 24 h | Potency, µM (titrated, usually from 57 µM), for inactives: top-dose activity change, negative = inhibition, hits mostly inhibitors | 0.72% of 360,000 active; further: potency means the concentration at half of the fitted maximal effect; on the % scale 0 is the no-effect control and ±100 the full control effect; nearly all actives have a fitted effect of over 55% in size
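ATXN2-luciferase reporter cells (luciferase flanked by upstream and downstream ATXN2 gene portions) were treated 24 h at 37 °C with compounds at up to 57 uM. SteadyGlo luminescence gave expression; GF-AFC fluorescence gave viability.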
KB-V1 MDR tox – KB-V1 MDR subline cytotoxicity; KB-V1 MDR cells viability, CellTiter-Glo, 72 h; Potency, µM (titrated, usually from 46.1 µM), inactives show at the top dose activity change, negative = cytotoxicity, usual class: cytotoxic; 3.4% of 400,000 active; AID 1347076; further: potency means the concentration at half of the fitted maximal effect; on the % scale 0 is the no-effect control and ±100 the full control effect; nearly all actives have a fitted effect of over 60% in size
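KB-V1 MDR subline cells in DMEM (phenol-red free, 10% FBS) exposed to compounds in qHTS concentration series for 72 h at 37 degrees C. Viability read by CellTiter-Glo luminescence; concentration-effect curves fitted after normalization and correction.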
SW480 rereplic – induces DNA re-replication in SW480 colon adenocarcinoma cells; SW480 DNA re-replication, Hoechst DNA content imaging, 48 h; Potency, µM (series often up to 46.1 µM), for inactives: top-dose re-replication activation, usual class: activators; 1.8% of 340,000 active; further: potency means the concentration at half of the fitted maximal effect; % of control where 0% means no effect; nearly all actives have a fitted effect of over 55% in size
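Treated cells incubate 48 hr (37 C, 5% CO2), are stained 40 min with Hoechst, and nuclear fluorescence is enumerated; a rise in nuclei with high DNA signal marks re-replication.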
ATXN viability – viability counter-screen for ATXN expression inhibitors. S2 cells (HEK-293 line with an ATXN2-luciferase reporter) viability, CellTiter-Fluor protease fluorescence, 24 h. Potency, µM (highest dose often 56.7 µM), actives largely listed as cytotoxic. 0.49% of 400,000 active. AID 651635; further: potency means the concentration at half of the fitted maximal effect; nearly all actives have a fitted effect of over 40% in size
HT1080NT lethal – kills 2HG-producing HT-1080-NT fibrosarcoma cells | HT-1080-NT fibrosarcoma viability, CellTiter-Glo ATP luminescence, 48 h | 1.6% of 360,000 active | Potency, µM (top dose mostly 46.1 µM), for inactives: top-dose activity, negative = less viability, usual class: cytotoxic;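 further: NT is the 2HG producing partner of a matched IDH1 knockdown line; potency means the concentration at half of the fitted maximal effect; 0% = DMSO-treated cells and -100% = media-only wells without cells; nearly all actives have a fitted effect of over 55% in size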
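HT-1080-NT fibrosarcoma cells (2HG-overproducing), 750 cells/well in RPMI with 5% FBS, dosed after 2 h and incubated 48 h at 37C. CellTiter-Glo luminescence normalized to DMSO and no-cell wells; concentration-response curves fitted and classed.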
IL1B secr inh – inhibitors of inflammasome signaling (IL-1 beta secretion). THP-1 LPS/ATP IL-1B secretion, AlphaLISA, 16 h; hits give low values. activity change, % at 57.5 µM. 4.7% of 360,000 active. AID 743279; in the data active means activity change below about -50%; inconclusive means mostly about -30% to -49%; further: on the % scale 0 is the no-effect control and ±100 the full control effect
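THP-1 cells pretreated 1 hr with compounds (up to 57.5 uM final), then stimulated with LPS (250 ng/mL final) plus ATP (1.25 mM final); secreted IL-1B measured by AlphaLISA after 16 hr, decreased signal indicating inhibition.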
HT1080 IDH1KD tx – toxicity to HT-1080 IDH1 knockdown cells (counter line). 2% of 360,000 active. AID 686971. HT-1080 IDH1 knockdown viability, ATP luminescence, 48 h. Potency, µM (doses to about 46.1 µM), for the others: top-dose activity, negative = toxicity, hits mostly cytotoxic;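 further: potency means the concentration at half of the fitted maximal effect; 0% = DMSO wells and -100% = cell-free medium wells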
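IDH1KD HT-1080 cells, 750/well, RPMI + 5% FBS; compound pinned after 2 h settling; 48 h, 37 °C; CellTiter-Glo luminescence; % activity normalised to DMSO and no-cell wells; curves fitted, classed by r2 and efficacy.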
Starred values were filed as active, the others as inactive; i = inactive; ? = inconclusive; · = not tested or not shown; & = joins results of further samples; [ ] = remark or other dose. Unless noted, the call rests on the fitted dose curve; in most records, active means well fitted curve in the direction sought with a large enough effect; inconclusive means small, poorly fitted or top-dose-only effect, or another doubt; inactive means no such curve, though single readings can be large; an effect the other way counts as inactive or inconclusive.

| Compound | MCF10A rereplic | KB-3-1 cytotox | ATXN2 expr inh | KB-V1 MDR tox | SW480 rereplic | ATXN viability | HT1080NT lethal | IL1B secr inh | HT1080 IDH1KD tx |
| --- | --- | --- | --- | --- | --- | --- | --- | --- | --- |
| Cc1cccc(NS(=O)(=O)c2cc(C(=O)N3CCN(C)CC3)ccc2C)c1 | ? | -4.1% | -2.8% | 13.7% | -0.6% | i | 4.8% | 4.8 | 9.6% |
| Cc1cccnc1NC(N)=S | -27.7% | -16.6% | 7.2% | -6.5% | -10.3%[1.84 µM] | i | 18.2% | 9.9 | 13.2% |
| CCCCN(C)c1c(C)nc2ccc(C(=O)N(C)CCN(C)C)cn12 | · | 10.1% | 8.5% | -12.5% | · | i | 1.6% | 4.9 | 9.5% |
| COc1ccc(C(=O)[C@H]2[C@H]3C(=O)N(c4ccccc4)C(=O)[C@H]3C3C=CC=NN32)cc1 (stereo partly drawn) | -18.6% | 13.4% | 2.6% | -19.8% | ? | i | 8.6% | · | -2.2% |
| CCc1cc(C(=O)NNC(=S)Nc2cccc(C)c2)cs1 | ? | -0.6% | 48.5%[activator] | -7.8% | -9.3% | i | -9.0% | -6.6 | -12.6% |
| O=CN(Cc1ccco1)C1(C(=O)NC2CCCCC2)CCCCC1 | 1.7% | 1.5% | 0.5% | ? | 4.2% | i | -0.2% | -5.7 | -2.4% |
| CSCCC(NC(=O)c1ccccc1)C(=O)N/N=C(\C)Cc1ccccc1 (stereo not drawn) | 0.8% | 0.7% | -20.0% | -14.9% | 0.3% | i | -4.1% | -12.1 | 1.4% |
| COc1ccc(-n2c(CCc3ccccc3)nnc2SCC(=O)c2ccccc2)cc1 | ? | ? | -13.8% | 9.2µM* | 2.5% | i | -2.4% | -79.6* | -4.3% |
| Cc1nc2ccccc2c(=O)n1CCCO | 830.6%[0.0737 µM] | 8.0% | 1.0% | 28.0% | -3.0% | i | -1.6% | -11.6 | 0.5% |
| C=CCn1c(SCc2ccccc2F)nc2cc(C(=O)O)ccc2c1=O | -0.3% | 19.5% | 14.3% | 8.0% | 9.3% | i | -12.6% | 32.5 | -16.2% |
| Clc1cccc(NCc2ccccc2)n1 | 15.4% | 0.0% | -10.8% | 16.6% | -3.0% | i | -0.7% | -20.4 | 1.4% |
| O=C(CSc1nnc(Cc2ccccc2)o1)NCc1ccco1 | -0.3% | 15.2% | 1.2% | 16.2% | -11.2% | ? | 4.4% | 20.4 | 6.2% |
| CC1CC(C)CN(C(=O)CN2C(=O)NC(c3ccccc3)(c3ccccc3)C2=O)C1 (stereo not drawn) | 3.7% | -0.9% | · | 4.5% | 2.2% | i | -11.3% | -12.7 | -8.6% |
| CCOC(=O)c1cccc(NS(=O)(=O)c2ccc(NC(C)=O)cc2)c1 | 1.3% | -0.3% | · | 4.0% | -0.5% | · | 0.6% | -16.9 | -2.6% |
| C=C1CSc2nc(=O)c3c4c(sc3n21)CCC4 | -1.0% | 4.3% | 0.7% | 13.5% | -2.3% | i | 7.6% | -2.5 | 6.8% |
| COc1ccc(C)cc1NC(=O)C1COc2ccccc2O1 (stereo not drawn) | 19.1% | 5.2% | 40.0%[activator][11.3 µM] | -0.4% | -10.0% | i | 7.9% | -0.2 | 0.1% |
| COc1ccc(S(=O)(=O)NC(=O)C2(C)CCN2C(=O)Cc2ccc(C(C)(C)C)cc2)cc1 (stereo not drawn) | · | 0.0% | 5.6% | 0.3% | · | i | 11.1% | 29.6 | 2.3% |
| COc1ccccc1CNC(=O)c1ccc(NS(C)(=O)=O)cc1 | 14.8% | -1.4% | 2.0% | 14.3% | -3.2% | i | -1.5% | -1.3 | 4.9% |
| NC(N)=NC(N)=Nc1cccc(Cl)c1 | -21.1% | 0.0% | 7.1% | -0.9% | -44.8% | i | 8.4% | -19.3 | -1.3% |
| CCOc1ccc(-c2nc(CNC(=O)NC3CCCCC3)c(C)o2)cc1 | · | 8.0% | 17.0% | 17.8% | · | i | · | · | · |
| COC(=O)c1sc2ncccc2c1OCc1ccc(Cl)cc1 | 12.6% | -3.8% | -21.7% | 2.9% | -15.9% | i | ? | -22.7 | -4.2% |
| O=C(NC1CC1)C1CCN(C2CCN(C(=O)CSc3ccccc3)CC2)CC1 | 2.0% | 16.5% | -10.4% | 0.0% | ? | i | 4.8% | -9.4 | 2.7% |
| Cc1ccc(C)c(-n2c(CNC(=O)c3ccco3)nnc2SCC(=O)Nc2nccs2)c1 | -9.5% | 11.9% | -3.9% | 3.6% | -0.5% | i | 15.3% | 0.8 | 17.6% |
| Cc1cc(CNC(=O)Cn2cc([N+](=O)[O-])cn2)c2ccccc2n1 | -1.4% | 16.9% | -1.8% | 2.5% | -2.6% | i | -27.2% | 32.5 | -17.5% |
| COc1ccc(S(=O)(=O)N(CCC(N)=O)Cc2ccco2)cc1OC | 0.5% | -5.2% | -1.8% | -2.8% | -1.2% | i | -0.8% | 2.0 | 16.4% |
| O=C(NNC(=S)Nc1ccc(Br)cc1)c1ccccc1Br | 13.5% | -28.9% | 25.0% | ? | ? | i | -1.6% | i | 2.1% |
| Nn1c(COc2ccccc2F)nnc1SCC(=O)NCC1CCCO1 (stereo not drawn) | · | 4.6% | · | 0.6% | · | i | 1.0% | -6.3 | 6.8% |
| N#CCNC(=O)c1nn2c(C(F)(F)F)cc(-c3ccccc3)nc2c1Br | -0.1% | 5.8% | 5.7% | 0.7% | -4.1% | i | 6.9% | 13.3 | 12.0% |
| O=C(NCc1ccc(F)cc1)c1noc2c1CCCC2 | -16.0% | -25.7% | 8.2% | -2.0% | ? | i | -15.9% | -15.2 | -16.6% |
| N#C/C(=C\C1=C(N2CCOCC2)C(=C\c2ccccc2)/CC1)C(=O)Nc1ccccc1F | 3.5% | ? | -3.7% | -2.4% | 0.4% | ? | 3.6% | 5.3 | 6.1% |
| O=C(NC(Nc1nc2ccccc2s1)(C(F)(F)F)C(F)(F)F)c1ccccc1 | 5.1% | 1.4% | 5.2% | 5.1% | 0.4% | i | -5.3% | 32.1 | -1.3% |
| COc1ccccc1/C=C/C(=O)N1CCC(c2ccccc2)C1 (stereo not drawn) | ? | -30.7% | 90.9%[activator] | -29.9% | -2.9% | i | -7.9% | -11.8 | -5.6% |
| CCOC(=O)c1c(C)[nH]c(C2=NNC(=NC(C)COC)SC2)c1C (stereo not drawn) | -0.7% | -3.8% | -20.4% | -0.1% | -0.8% | i | 0.0% | -9.5 | -16.4% |
| COc1ccc(CN2CCN(Cc3c[nH]c4ccccc34)CC2CCO)c(F)c1 (stereo not drawn) | 0.5% | -10.1% | -19.0% | 0.0% | 1.8% | i | -24.1% | ? | -20.6% |
| O=C(/C=C/c1cccs1)NC(=S)NNC(=O)Cc1cccs1 | ? | ? | -21.3% | -19.9% | 6.7% | i | -24.5% | 64.3 | ? |
| CCc1ccc(Sc2cc(C(=O)NCCN3CCOCC3)c3ccccc3n2)cc1 | ? | -7.6% | -1.5% | -19.4% | 6.6% | i | -11.8% | ? | -15.4% |
| O=C(CN1C(=O)NC2(CCCc3ccccc32)C1=O)NCc1ccc(Cl)cc1Cl (stereo not drawn) | 0.1% | -13.0% | -20.4% | -6.4% | -5.0% | i | -10.5% | -7.5 | -7.8% |
| CNc1nc(Oc2ccc(=O)n(C)n2)nc(N2CCOCC2)n1 | -4.2% | 0.0%&18.3% | 6.5%&1.9% | 23.8%&-5.1% | -3.8% | i | 24.7% | -2.6 | 6.0% |
| CCn1c(=Nc2ccc(N3CCOCC3)cc2)ccc2ccccc21 | 7.0% | 0.7% | -23.2% | -6.4% | -1.2% | i | 13.9% | -5.4 | 6.2% |
| COc1ccccc1N(C)S(=O)(=O)c1ccc(C(=O)OCC(=O)Nc2ccccc2F)cc1 | 0.6% | -8.1% | -5.2% | -14.2% | -1.0% | i | 1.1% | 44.2 | -2.8% |
| CCOC(=O)C(C)Oc1cccc2c(=O)n(CC(=O)N3CCCc4ccccc43)ccc12 (stereo not drawn) | 9.9% | 1.4% | -20.6% | -16.0% | -0.4% | i | -0.5% | 2.5 | -0.3% |
| COc1ccc(CN2CCNC(=O)C2CC(=O)N(C)CCCN2CCOCC2)cc1C (stereo not drawn) | -2.0% | 8.6% | 6.6% | 15.6% | 31.1% | i | 0.7% | -2.2 | -8.1% |
| COc1ccccc1NC(=S)N1CCN(C(c2ccccc2)c2ccccc2)CC1 | 14.8% | -2.5% | · | -11.4% | -9.0% | i | 2.0% | -1.5 | 0.1% |
| Cc1ccc(-n2ncc3c(NCc4cccnc4)ncnc32)c(C)c1 | ? | ? | 13.4% | ? | -1.5%&11.2% | i | -0.5% | -13.4 | -29.7% |
| COC(=O)[C@]12CCCCC=C1N(CCc1ccc(OC)c(OC)c1)C(=O)[C@H](CC(=O)N1CCOCC1)C2 | · | 16.5% | · | -21.7% | · | · | 17.3% | -11.0 | 15.8% |
| CCC(=O)N1CCc2cc(Br)cc(S(=O)(=O)N3CCC(C(=O)Nc4ccccc4CC)CC3)c21 | · | -0.9% | -1.1% | 2.6% | · | i | · | · | · |
| Cc1cc2oc(C(=O)Nc3nonc3C)c(C)c2cc1C | -2.7% | -0.1% | · | 20.2% | -8.2% | i | ? | -3.3 | 5.4% |
| CN(CCOc1ccccc1)CC(=O)Nc1cccc(Br)c1 | ? | 2.3% | -17.2% | ? | -1.9% | i | -0.2% | 4.8 | -11.4% |

Four compounds from above, reduced to IL1B secr inh, MCF10A rereplic and ATXN2 expr inh.
compound	IL1B secr inh	MCF10A rereplic	ATXN2 expr inh
C=C1CSc2nc(=O)c3c4c(sc3n21)CCC4	-2.5	-1.0%	0.7%
COc1ccc(C)cc1NC(=O)C1COc2ccccc2O1 (stereo not drawn)	-0.2	19.1%	40.0%[activator][11.3 µM]
COc1ccc(S(=O)(=O)NC(=O)C2(C)CCN2C(=O)Cc2ccc(C(C)(C)C)cc2)cc1 (stereo not drawn)	29.6	·	5.6%
COc1ccccc1CNC(=O)c1ccc(NS(C)(=O)=O)cc1	-1.3	14.8%	2.0%
